HCV inhibitor: qHTS Assay for Inhibitors of Hepatitis C Virus (HCV) | 340,000 tested, 3.4% active | Potency, µM (series often up to 41.8 µM), for the others: at the top dose activity change, negative = inhibition, hits mostly inhibitors | AID 651820, 2012 | Huh7.5.1 HCVcc-Cre infection, luciferase reporter, 44 h; also: potency is read from the fitted curve at half-maximal effect
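HCVcc-Cre virus at an moi near 0.5 was added right after compound to cells cultured 4 h from seeding (1,000 cells/well). Luciferase activity was determined 44 h later, 15 min after substrate addition at RT.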
AMA1 RON2 block: qHTS for Inhibitors of AMA1-RON; Towards Development of Antimalarial Drug Lead: Primary Screen; Potency, µM (doses to about 58.2 µM), inactives show at the top dose activity change, negative = inhibition, actives largely listed as inhibitors; 360,000 tested, 0.2% active; Plasmodium falciparum AMA1 (3D7) - RON2 peptide interaction; AlphaScreen AMA1-biotinylated RON2 peptide binding; AID 720542, 2013;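 also: potency is read from the fitted curve at half-maximal effect; 0% = vehicle wells and -100% = peptide control; nearly all actives have a fitted effect of over 45% in size; some results filed as inactive show a strong effect at the top dose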
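AMA1 (3D7) with his tag at 25 nM final met compounds first, then biotinylated RON2 peptide at 25 nM; detection used donor plus acceptor beads, 10 µg/mL apiece, read by AlphaScreen after 30 min at room temperature.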
AmpC inh detg: qHTS Inhibitors of AmpC Beta-Lactamase (assay with detergent) | Potency, µM (highest dose often 114 µM), without a hit: at the highest dose activity change, negative = inhibition, most hits filed as inhibitors | AID 485294, 2010 | 370,000 tested, 0.041% active | AmpC hydrolysis of nitrocefin, absorbance 480 nm, 0.01% Triton | P00811;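 also: potency is read from the fitted curve at half-maximal effect; 0% = no-compound wells and -100% = no-enzyme wells; nearly all actives have a fitted effect of over 25% in size; some results filed as inactive show a strong effect at the top dose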
Target sequence (P00811 whole entry, looked up): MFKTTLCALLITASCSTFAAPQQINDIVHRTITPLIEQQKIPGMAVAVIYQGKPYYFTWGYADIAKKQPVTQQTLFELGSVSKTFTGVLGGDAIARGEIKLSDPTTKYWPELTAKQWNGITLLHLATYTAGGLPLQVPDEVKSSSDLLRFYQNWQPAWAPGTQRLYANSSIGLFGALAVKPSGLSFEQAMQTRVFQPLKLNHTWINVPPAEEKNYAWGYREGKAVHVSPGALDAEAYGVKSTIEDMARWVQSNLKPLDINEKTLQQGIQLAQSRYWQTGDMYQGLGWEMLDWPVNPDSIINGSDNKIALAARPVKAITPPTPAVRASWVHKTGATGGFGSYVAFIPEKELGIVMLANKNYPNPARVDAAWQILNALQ
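20 mM phosphate pH 7.0 + 0.01% (detergent screen) or 0.0001% Triton X-100; 5.3 nM AmpC reagent; cpd preinc 15 min RT; nitrocefin (800 uM stock) to start; A480 q20 s × 4 min; Activity was normalised to no-enzyme and no-compound control wells.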
AmpC inh no detg: qHTS Inhibitors of AmpC Beta-Lactamase (assay without detergent). P00811. AmpC nitrocefin hydrolysis, absorbance 480 nm, 0.0001% Triton. Potency, µM (doses to about 57.1 µM), inactives show top-dose activity change, negative = inhibition, actives largely listed as inhibitors. 330,000 tested, 0.52% active;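 also: potency is read from the fitted curve at half-maximal effect; plate controls were no compound for no effect and no enzyme for full effect; nearly all actives have a fitted effect of over 20% in size; some results filed as inactive show a strong effect at the top dose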
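20 mM phosphate pH 7.0 + 0.01% (detergent screen) or 0.0001% Triton X-100; 5.3 nM AmpC reagent; cpd preinc 15 min RT; nitrocefin (800 uM stock) to start; A480 q20 s × 4 min; Activity was normalised to no-enzyme and no-compound control wells.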
HCMV antiviral: qHTS Assay for inhibitors of the human cytomegalovirus (HCMV). HFF cells, HCMV-luciferase reporter, 72 h; stronger effect = lower value. activity change, negative = inhibition, % at 57.5 µM. 410,000 tested, 4.5% active; in the data active = activity change below about -60%; inconclusive = no clear call, values can overlap the other calls; inactive = above about -39%
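Two-dose cell screen: HFF monolayers treated with compounds and infected with luciferase-expressing HCMV at 1 PFU/cell, 72 h at 37C, then lysed for luciferase measurement.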
LmPK inhibitor: qHTS Assay for Inhibitors of Leishmania Mexicana Pyruvate Kinase (LmPK); Q27686; purified LmPK, Kinase-Glo ATP luminescence, 1 h; Potency, µM (top dose mostly 57.5 µM), inactives show at the highest dose activity change, negative = inhibition, actives largely listed as inhibitors; 290,000 tested, 0.37% active; AID 1721, 2009; also: potency is read from the fitted curve at half-maximal effect
Target sequence (Q27686 whole entry, looked up): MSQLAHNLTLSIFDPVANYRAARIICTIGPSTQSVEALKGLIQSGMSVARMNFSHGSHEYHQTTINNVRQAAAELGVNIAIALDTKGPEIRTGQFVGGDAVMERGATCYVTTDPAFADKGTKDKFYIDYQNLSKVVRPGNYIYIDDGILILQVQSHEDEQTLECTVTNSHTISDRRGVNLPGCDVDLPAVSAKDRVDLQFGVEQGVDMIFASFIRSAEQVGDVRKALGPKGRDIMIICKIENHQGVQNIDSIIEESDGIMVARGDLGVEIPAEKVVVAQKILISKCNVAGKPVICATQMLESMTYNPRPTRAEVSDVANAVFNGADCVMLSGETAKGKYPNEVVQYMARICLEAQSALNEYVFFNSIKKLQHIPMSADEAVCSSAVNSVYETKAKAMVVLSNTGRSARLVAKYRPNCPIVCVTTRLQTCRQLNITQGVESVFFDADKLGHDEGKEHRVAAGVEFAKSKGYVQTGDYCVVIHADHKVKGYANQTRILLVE
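Kinase-Glo luminescence read after 1 h RT reaction of 0.1 nM LmPK with 0.5 mM PEP and 0.1 mM ADP. Activity scaled between uninhibited and enzyme-free controls.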
TbPYK inhibitor: qHTS of Trypanosoma Brucei Inhibitors. pyruvate kinase (Trypanosoma brucei), Q57TT1. TbPYK enzyme, Kinase-Glo Plus ATP luminescence, 45 min. Potency, µM (doses to about 76.8 µM), for the others: at the highest dose activity, negative = inhibition, actives largely listed as inhibitors. 410,000 tested, 0.12% active; also: potency is read from the fitted curve at half-maximal effect; nearly all actives have a fitted effect of over 50% in size
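Quantitative HTS: titrated library compounds versus trypanosomal pyruvate kinase in TEA buffer (pH 7.2) containing KCl, MgCl2, BSA and Tween-20. Reactions were initiated with ADP, 130 uM final. Kinase-Glo Plus luminescence was read after 45 min at RT.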
* = called active by the depositor; ? = inconclusive; · = no result given; & = joins results of further samples; [ ] = another dose, or the depositor's remark. Unless noted, calls follow the shape of the dose curve; as a rule, active = well fitted curve in the direction sought with a large enough effect; inconclusive = small, poorly fitted or top-dose-only effect, or another doubt; inactive = no such curve, though single readings can be large; an effect the other way counts as inactive or inconclusive. Unless noted, % is scaled to controls: 0 for no effect and ±100 for the full control effect.

SMILES	HCV inhibitor	AMA1 RON2 block	AmpC inh detg	AmpC inh no detg	HCMV antiviral	LmPK inhibitor	TbPYK inhibitor
COc1cc(C(C)=O)ccc1OC(=O)c1cc2cccc(OC)c2oc1=O	1%	-4%	2%	-8%[2.29 µM]	-12	-1%	-1%
COc1ccccc1NC1=C(Cl)C(=O)N(c2ccccc2)C1=O	19%	-17%	-5%	-13%	-39	6%	-1%
CCOc1ccc(C(C)(C)C)cc1S(=O)(=O)N1CCOCC1	?	0%	-4%	29%	7	8%	-5%
CCCC(=O)Nc1nn(C)c2nc3c(C)cccc3cc12	6%	13%	?	1%	33	-5%	-1%
CCC(C)/C(C)=N/NC(=O)C1COc2ccccc2O1 (stereo unspecified)	7%	27%	-14%	-12%	-21	-1%	-1%
FC(F)(F)c1cc(-c2ccccc2)nc(N2CCCCC2)n1	-23%	31%[activator]	-1%	-15%	-9	-13%	2%
COc1cccc(-c2nc(=S)c3c(o2)CCCC3)c1	-11%	16%	0%	-11%[2.29 µM]	142	-9%	-4%
O=C(NCc1ccccc1)c1onc(CS(=O)(=O)c2ccccn2)c1C(=O)NCc1ccccc1	-11%	-1%	?	42%	-12	·	4%
CCc1ccc(/C=C2/SC(=S)N(CCC(=O)Nc3cccc(C(=O)O)c3)C2=O)cc1	-2%	13%	-2%	-28%	-1	-6%	3%
O=C(NCCSc1ccccc1)c1cncc(Br)c1	8%	5%	-10%	-14%	57	7%	-15%
COc1ccc(/C=N/Nc2cc(N(C)C)nc(N(C)C)n2)cc1	?	?	-8%	-15%	36	2%	-5%
Cc1ccc(C(=O)Cn2c(=N)n(CCN3CCOCC3)c3ccccc32)cc1	-18%	31%[activator]	0%	198%[activator]	72	·	3%
COc1ccc(OC)c(NC(=O)C2CCCN2S(=O)(=O)c2cccc3nsnc23)c1 (stereo unspecified)	-18%	-9%	-2%	32%	5	0%	-5%
Cc1nc(Cl)c(C#N)cc1-c1ccccc1	-3%	8%	-1%	-11%	-12	-4%	4%
Cc1cccc(NC(=S)N2CCC(c3nc4ccccc4s3)CC2)c1	?	17%	0%	-17%	-28	0%	1%
Cc1ccc(CNc2cccnc2)cc1	-7%	-9%	-2%	-3%	-28	1%	-1%
O=c1ccnc2n1COCS2	22%	-9%	5%	-5%	-100*	4%	1%
CCOC(=O)c1c(C)c(C(=O)OCC)n(C)c1C	?	-10%	-5%	0%	1	0%	-3%
COc1ccc(NS(=O)(=O)c2cc3c(cc2C)N(C(C)=O)CCO3)c(OC)c1	6%	0%	-11%	33%	35	3%	-4%
CSc1ccc(/C=N/Nc2cccc(C(=O)O)c2)cc1	32%[activator]	-4%	4%	-25%	·	1%	-12%
CCC(Sc1nc2ccsc2c(=O)n1Cc1ccc(C(=O)O)cc1)C(=O)Nc1cccc(OC)c1 (stereo unspecified)	·	0%	·	·	7	·	-1%
CSc1nc2nccc(/C=C\c3ccccc3)n2n1	?	1%	-7%	71%[activator]	-106*	-2%	-4%
CN(C)/C=C/c1onc(-c2c(F)cccc2Cl)c1C#N	-28%	-16%	8%	-49%	-26	-6%	-5%
COC(=O)[C@]1(C)N[C@H](CN(C)C(=O)Nc2ccc(Cl)cc2)[C@@H]2C(=O)N(C)C(=O)[C@@H]21	6%	-2%	·	-2%	5	·	-1%
COc1ccccc1C(=O)NCCC(=O)Nc1ccc(S(=O)(=O)N2CCC(C)CC2)cc1	?	-8%	7%	34%	-24	·	-2%
O=C(C1CCCN(Cc2ccccc2[N+](=O)[O-])C1)N1CCCCC1 (stereo unspecified)	20%	22%	-2%	-15%	0	2%	-3%
COC(=O)C(CCSC)NC(=O)c1cc2c(n(-c3ccc(OC)cc3)c1=O)CC(C)(C)CC2=O (stereo unspecified)	·	·	20%	·	1	·	6%
CC(NCc1ccc(S(N)(=O)=O)cc1)C(=O)Nc1ccc([N+](=O)[O-])cc1Cl (stereo unspecified)	?	2%	0%	-18%	-29	1%	2%
CC(C)N1CCOC1c1ccccc1 (stereo unspecified)	6%	12%	·	·	-4	·	0%
O=C(Nc1ccccc1)c1ccc2c(c1)CCN2S(=O)(=O)c1ccccc1	?	0%	-2%	-46%	10	8%	-2%
Cc1ccc(SCc2cc(=O)[nH]c(N3CCCCC3)n2)cc1	1%	-11%	?	-24%	-34	3%	9%
N#CC(CO)(Cc1ccc(OC(F)F)cc1)c1nc2ccccc2[nH]1 (stereo unspecified)	?	32%[activator]	2%	-27%	-2	-1%	-1%
CCN(CC)S(=O)(=O)c1ccc(N2CCOCC2)c(NC(=O)C2COc3ccccc3O2)c1 (stereo unspecified)	?	-1%	10%	-7%	?	1%	-6%
CC[C@]12c3[nH]c4ccccc4c3CCN1C(=O)C(CC(=O)NCc1ccc(OC)c(OC)c1)C[C@@H]2C(=O)N1CCN(C(=O)C2CC2)CC1 (stereo partly specified)	-1%	3%	·	349%[activator]	-13	·	-6%
CCc1cccc(NC(=O)Cc2ccc([N+](=O)[O-])cc2)c1	10%	-4%	-8%	-24%	-27	1%	7%
CCn1c(SCC(=O)N/N=C/C=C/c2ccco2)nnc1-c1ccc(OC)cc1	0%	27%	3%	0%	?	9%	-7%
COc1ccccc1NC(=O)CCN1C(=O)c2ccccc2S1(=O)=O	5%	31%[activator]	1%	-25%	66	2%	-13%
O=C(NC(Cc1c[nH]c2ccccc12)C(=O)O)c1ccccc1 (stereo unspecified)	13%	6%	5%	-16%	46	8%	·
CCOc1ccc(N(Cc2cc3cc(C)ccc3[nH]c2=O)C(=O)COC)cc1	2%	10%	-11%	29%	-6	1%	-4%
CNC(=O)/C(=C/c1ccc2c(c1)OCO2)NC(=O)c1ccc(Br)cc1	-1%	1%	?	-16%	15	0%	-8%
COc1ccc2nc(NC(=O)c3cc(=O)c4cc(C)c(C)cc4o3)sc2c1	·	·	-1%	·	-8	·	-11%
Cc1ccc(N2C(=O)S/C(=C/c3cn(C)c4ccccc34)C2=O)cc1	?	10%	?	-45%	-3	5%	-2%
COc1cccc(-c2nc(CS(=O)(=O)CC(=O)Nc3ccccc3C)c(C)o2)c1	?	19%	-5%	-2%	0	10%	1%
N=c1c[n+](-c2ccc(Cl)cc2)[n-]o1	0%	2%	?	-5%	41	-7%	-6%
C=CCc1cc(C=O)cc(OC)c1OCc1ccc(C(=O)O)cc1	14%	-10%	-10%	-26%	-8	0%	-7%
CC(=O)c1ccc(NC(=O)Nc2ncn(Cc3cccc(C)c3)n2)cc1	-7%	0%	-3%	-8%	37	-2%	-10%
CC(C)CC(=O)OC(C)(C)[C@@H]1Cc2c(ccc3ccc(=O)oc23)O1	-7%[8.37 µM]	0%	·	4%	-33	·	2%
Cc1nnsc1C(=O)N1CCCC(Nc2ccc(F)c(F)c2)C1 (stereo unspecified)	22%	-10%	?	3%	-16	-10%	-2%
CCCn1cnc2c(c1=O)c1nc3ccccc3nc1n2CCC1=CCCCC1	·	·	-22%	-14%	·	4%	·
Cc1ccc(C)c(NC(=O)Cn2c(=O)n(CC(=O)NCCc3ccccc3)c(=O)c3ccccc32)c1	·	·	12%	·	-5	·	0%
O=C(O)/C=C/c1ccc(Cn2ccnc2)cc1	-10%&0%	-22%&-18%	·	·	-19&-18	·	-10%&3%
O=C(CN1CCN(Cc2ccccc2)CC1)NNC(=O)c1ccc(Cl)cc1	?	56%[activator]	-8%	-6%	-5	·	-4%
O=C(Cn1c2ncccc2c(=O)n1-c1ccccc1)NCc1ccccc1Cl	·	·	5%	·	?	·	-5%
Cc1cccc(CCN=C(N)NS(=O)(=O)c2ccccc2)c1	6%	-2%	-2%	-23%	0	5%	1%
O=C(NNC(=O)c1ccccc1F)c1ccc(-n2cncn2)c([N+](=O)[O-])c1	13%	41%[activator]	-15%	-12%	-17	·	-4%
c1ccc(Oc2nc(NCc3ccco3)nc(NCc3ccco3)n2)cc1	-5%	5%	-2%	-38%	11	5%	1%
CS(=O)(=O)n1nc(-c2ccc(Cl)cc2)nc1N	-4%	9%	4%	-9%	5	-1%	3%
COc1ccc(N2C(=O)NC3CC2(C)Oc2ccc(Br)cc23)cc1OC (stereo unspecified)	-5%	6%	-1%	76%[activator]	25	0%	-9%
O=C(c1cccc(Cl)c1)N1CCCc2ccccc21	-2%	1%	-9%	-7%	-22	-3%	-4%
Cc1ccccc1NC(=O)c1cccc(NC(=O)c2c(C(=O)O)cccc2[N+](=O)[O-])c1	1%	-2%	·	·	-32	·	-1%

Record cards (already shown).
`O=C(NCCSc1ccccc1)c1cncc(Br)c1` is listed as HCV inhibitor: 8%; AMA1 RON2 block: 5%; AmpC inh detg: -10%; AmpC inh no detg: -14%; HCMV antiviral: 57; LmPK inhibitor: 7%; TbPYK inhibitor: -15%
`CCC(Sc1nc2ccsc2c(=O)n1Cc1ccc(C(=O)O)cc1)C(=O)Nc1cccc(OC)c1` (stereo unspecified) is listed as HCV inhibitor: ·; AMA1 RON2 block: 0%; AmpC inh detg: ·; AmpC inh no detg: ·; HCMV antiviral: 7; LmPK inhibitor: ·; TbPYK inhibitor: -1%
`O=C(NCc1ccccc1)c1onc(CS(=O)(=O)c2ccccn2)c1C(=O)NCc1ccccc1` is listed as HCV inhibitor: -11%; AMA1 RON2 block: -1%; AmpC inh detg: ?; AmpC inh no detg: 42%; HCMV antiviral: -12; LmPK inhibitor: ·; TbPYK inhibitor: 4%

The results go on:
SMILES	HCV inhibitor	AMA1 RON2 block	AmpC inh detg	AmpC inh no detg	HCMV antiviral	LmPK inhibitor	TbPYK inhibitor
CCn1c(CNC(=O)c2ccco2)nnc1SCC(=O)Nc1cc(C(F)(F)F)ccc1Cl	-17%&-2%	-7%	-10%	26%	-4	2%	6%
CCC(C)N(CC(=O)Nc1cccc(C)c1C)C(=O)CCl (stereo unspecified)	1.3µM*	11%	-13%	-7%	·	4%	-9%
Cc1ccccc1S(=O)(=O)NC(=O)C1(C)CCN1C(=O)C1CCCCC1 (stereo unspecified)	·	-6%	·	·	38	·	8%
CCOC(=O)c1cc(NC(=O)OC)c(C)nc1C	?	-12%	-6%	-39%	13	-2%	3%

Rows are unselected; any-hit rate near 7.5%.
